Hsp70 act: Hsp70 transcriptional activation, primary screen. HeLa Hsp70 promoter luciferase reporter, luminescence; scaled: vehicle 0, proteasome-inhibitor control 100%. activation, % at 10 µM. 0.04% of 200,000 active. AID 1203;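 active = activation above the mean across all tested compounds plus 3 SD, cutoff set per campaign, cut at about 5.5% in these data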;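 also: 100% = MG132 at 30 µM as the positive control and 0% = DMSO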
FLuc inh counter: counter-screen for luciferase assay inhibitors: firefly luciferase inhibition | ATPLite firefly luciferase biochemical luminescence, 10 min | P08659 | 1.5% of 200,000 active | inhibition, % at 10 µM | AID 1006;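 active = inhibition above about 50% when tested at 10 µM, limit read from the data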
Target sequence (P08659 whole entry, looked up): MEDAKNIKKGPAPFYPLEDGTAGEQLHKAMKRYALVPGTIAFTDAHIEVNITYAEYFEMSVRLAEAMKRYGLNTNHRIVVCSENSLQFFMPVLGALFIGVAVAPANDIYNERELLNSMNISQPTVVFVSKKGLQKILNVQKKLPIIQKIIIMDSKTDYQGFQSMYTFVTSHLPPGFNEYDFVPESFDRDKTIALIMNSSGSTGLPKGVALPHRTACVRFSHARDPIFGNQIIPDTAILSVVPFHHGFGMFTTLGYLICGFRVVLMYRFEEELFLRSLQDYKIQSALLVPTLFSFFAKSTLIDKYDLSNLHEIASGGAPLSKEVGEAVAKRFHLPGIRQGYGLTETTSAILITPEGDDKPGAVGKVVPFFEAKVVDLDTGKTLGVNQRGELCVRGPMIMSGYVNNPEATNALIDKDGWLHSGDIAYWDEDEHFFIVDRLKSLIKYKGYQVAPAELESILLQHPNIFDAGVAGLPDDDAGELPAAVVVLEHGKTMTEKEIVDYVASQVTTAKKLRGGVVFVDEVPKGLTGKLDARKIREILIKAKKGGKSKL
STAT1 activator: activators of IFN-gamma induced STAT1 signaling; NIH 3T3 STAT1-luciferase reporter, luminescence; 100% = IFN-gamma alone, no compound; activation (% of control), % at 5.5 µM; 2.6% of 200,000 active;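 active = activation above the screen-wide mean activation plus 3 SD, cut at about 130% in these data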;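 also: raw ratio to IFN-gamma control signal so 100% means no change and 0% no light; values of inactives mirror those of a sister screen read the other way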
STAT3 activator: activators of IL-6 induced STAT3 signaling | U3A cells, IL-6 STAT3-luciferase reporter, luminescence; 100% = signal with IL-6 EC80 alone | activation (% of control), % at 5.6 µM | 0.91% of 190,000 active;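 active = activation above the screen-wide mean of compound activation plus 3 SD, cut at about 130% in these data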;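 also: 0% = background luminescence of wells with medium and substrate only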
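Test system: Human STAT1-deficient U3A cells with stable STAT3-luciferase reporter | Also added: Interleukin-6, 33 ng/mL | Timing: Compound pre-incubation 1 h before IL-6, then 6 h stimulation at 37 °C | Technique: Luciferase reporter luminescence | Read-out: Percent of IL-6-only median luminescence | Benchmarks: IL-6-only wells as 100% reference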
STAT1 inh: reduces IFN-gamma driven STAT1 reporter signal | NIH 3T3 STAT1-luciferase reporter, luminescence | inhibition, % at 5.5 µM | 0.35% of 200,000 active;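 active = inhibition above a set limit, the mean inhibition across all tested compounds plus 3 SD, cut at about 34% in these data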;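 also: 0% = IFN-gamma with DMSO and 100% = IFN-gamma with 300 µM nifuroxazide; values of inactives mirror those of a sister screen read the other way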
NF-kB neuron act: NF-kB expression increase, human neuronal cells | NF-kB reporter expression; stronger effect = higher value | fold change at 12.5 µM | 1.6% of 190,000 active; in the data active = fold change above about 3.3
STAT3 inh: reduces IL-6 driven STAT3 reporter signal. U3A cells, IL-6 STAT3-luciferase reporter, luminescence; host cell line lacks STAT1. 0.89% of 190,000 active. inhibition, % at 5.5 µM;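 active = inhibition above the mean inhibition across all screened compounds plus 3 SD, cut at about 44% in these data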;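 also: 0% = DMSO only wells and 100% = 100 µM nifuroxazide control wells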
RAM inhibit: yeast RAM network inhibition; S. cerevisiae dse1pr::URA3 reporter, 5-FOA growth OD615, 2 d; analog-sensitive cbk1-as2 kinase mutant strain; inhibition, % at 50 µM; 1.8% of 190,000 active; AID 868;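 active = inhibition above a set limit, 3 SD over mean compound inhibition, cut at about 8.4% in these data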;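 also: 0% = DMSO-only wells with no growth and 100% = 10 µM 1-NA-PP1 full growth; inhibition rescues growth on 5-FOA so higher OD means more RAM inhibition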
APP 5'UTR act: APP 5'UTR luciferase reporter activation; activation, % at 2 µM; AID 1276; 1% of 190,000 active; SH-SY5Y APP 5'UTR luciferase reporter, luminescence; zero percent = DMSO vehicle wells;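 active = activation above a set limit, based on mean plus 3 SD of controls, cut at about 140% in these data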; also: values of inactives mirror those of a sister screen read the other way
APP 5UTR inh: APP translation inhibition. SH-SY5Y APP 5'UTR-luciferase reporter, luminescence. inhibition, % at 2 µM. 0.82% of 190,000 active. AID 1285;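 active = inhibition above a set limit, derived from the sample mean plus 3 SD, cut at about 45% in these data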; also: values of inactives mirror those of a sister screen read the other way
* = called active by the depositor; . = not tested or not shown.

SMILES | Hsp70 act | FLuc inh counter | STAT1 activator | STAT3 activator | STAT1 inh | NF-kB neuron act | STAT3 inh | RAM inhibit | APP 5'UTR act | APP 5UTR inh
COC(=NC1CCCCC1)C(O)c1c[nH]c2ccccc12 (stereo not drawn) | -0.5 | -5 | 98 | 101 | 3 | 0.82 | -4 | 7.4 | -8 | 8
CN1C2CCC1CC(OC(=O)c1cc(Cl)cc(Cl)c1)C2 (stereo not drawn) | -0.6 | 0 | 107 | 104 | -4 | 1.5 | -3 | 0.2 | -2 | 2
CN1CCN(c2ccc(Cl)cc2N)CC1 | -0.6 | 1 | 103 | 104 | -5 | 1.2 | -1 | 2.6 | 18 | -18
CN(C(=O)c1ccc(Cl)nc1)C1(c2ccccc2Cl)CCCCC1=O (stereo not drawn) | 0.0 | -9 | 92 | 98 | 7 | 1.3 | 3 | 1.7 | -8 | 8
O=C1NC(=O)C(=Cc2ccc(Oc3ccc([N+](=O)[O-])cc3)cc2)C(=O)N1 | -0.4 | -2 | 109 | 99 | -12 | 1.2 | 12 | 2.1 | 17 | -17
C=CCC1(CN2CCCC2=O)C(=O)NC(=O)NC1=O | -0.1 | -6 | 94 | 102 | 7 | 1.4 | 2 | 0.1 | -8 | 8
CC1CN=C(Nc2cccc3ccccc23)S1 (stereo not drawn) | -0.2 | -3 | 105 | 98 | -5 | 1.2 | 5 | 3.1 | 4 | -4
C=CCn1c(O)c(C(C)=NCCO)c(=O)[nH]c1=O | -0.2 | -3 | 104 | 98 | 2 | 1.1 | 11 | 0.5 | 10 | -10
C[n+]1c(-c2ccccc2)cc(-c2ccc(Cl)cc2)cc1-c1ccccc1 | -0.3 | -4 | 98 | 94 | 1 | 0.96 | 15 | 1.2 | 6 | -6
C1=C(c2c[nH]c3ccccc23)CCNC1 | 0.7 | -4 | 103 | 92 | 0 | 0.87 | 11 | 2.3 | 14 | -14
CN(CC(=O)Nc1ccccc1-c1ccccc1)C1CCCCC1 | -0.1 | -7 | 92 | 104 | 9 | 1.1 | -2 | 0.0 | 10 | -10
C=CCn1c(O)c(C(CC)=NC2CC2)c(=O)[nH]c1=O | -0.3 | -10 | 99 | 102 | 1 | 1.3 | 1 | -0.4 | -10 | 10
CN1CCC(C)(O)C2CCCCC21 (stereo not drawn) | -0.5 | 0 | 97 | 96 | 2 | 1.3 | 6 | 2.2 | 15 | -15
O=C1/C(=C\c2ccc3c(c2)OCO3)N2CCC1CC2 | 0.1 | -6 | 100 | 103 | 0 | 1.4 | 2 | 0.9 | 4 | -4
CCOC(=O)C1(c2ccccc2)CCN(Cc2cccc(C(=O)O)c2)CC1 | -0.3 | -3 | 101 | 99 | -1 | 1.1 | 5 | 1.6 | 1 | -1
CCOC(=O)N(CC)c1ccc(C(O)(C(=O)OCC)C(F)(F)F)cc1 (stereo not drawn) | -0.3 | -7 | 97 | 100 | 4 | 1.3 | 7 | 0.1 | -10 | 10
CC(=O)c1c(O)n(C)c(=S)n(-c2ccccc2)c1=O | 0.1 | -4 | 103 | 104 | -4 | 1.2 | -4 | -0.9 | -9 | 9
Cc1ccc(S(=O)(=O)Cc2ccc(C(=O)N3CCC4(CC3)OCCO4)o2)cc1 | -0.6 | -2 | 106 | 91 | -7 | 0.98 | 15 | 1.3 | -6 | 6
COc1ccc(CCN(C)Cc2c(F)cccc2F)cc1OC | 0.0 | -8 | 96 | 102 | 4 | 1.1 | 2 | 4.2 | 18 | -18
CNS(=O)(=O)c1ccc(N=Cc2c(O)n(-c3cccc(C)c3)c(=O)[nH]c2=O)cc1 | -0.2 | -4 | 101 | 100 | -1 | 1.2 | 6 | 1.2 | 1 | -1
COc1ccc(N=Cc2c(O)n(-c3ccc(C)cc3)c(=O)[nH]c2=O)cc1 | 0.0 | -2 | 109 | 97 | -9 | 1.2 | 4 | 6.7 | 24 | -24
Cc1cc(S(N)(=O)=O)ccc1N=Cc1c(O)n(-c2ccccc2)c(=O)[nH]c1=O | -0.1 | -2 | 98 | 102 | 0 | 1.3 | 1 | 0.2 | 20 | -20
CCc1c(C)nc(N)nc1N1N=C1SCCOc1ccccc1 | 0.2 | 4 | 90 | 95 | 11 | . | 12 | 0.9 | -1 | 1
O=C1NC(=O)C2(Cc3ccccc3N3CCCC32)C(=O)N1Cc1ccccc1 (stereo not drawn) | -0.3 | -6 | 103 | 99 | -2 | 1.2 | 6 | -0.3 | -12 | 12
C=CCc1cc(C=C2C(=O)NC(=O)NC2=O)cc(OC)c1OCc1ccc(C(=O)O)cc1 | -0.2 | -6 | 98 | 109 | 1 | 1.3 | -7 | 0.9 | -3 | 3

(further entries)
SMILES | Hsp70 act | FLuc inh counter | STAT1 activator | STAT3 activator | STAT1 inh | NF-kB neuron act | STAT3 inh | RAM inhibit | APP 5'UTR act | APP 5UTR inh
CCC(C)n1c(O)c(/C=N/NC(=O)c2ccncc2)c(=O)[nH]c1=S (stereo not drawn) | 0.0 | 0 | 106 | 103 | -7 | 1.4 | -6 | 1.1 | 6 | -6
CC(NCc1ccc(Cl)cc1)C(O)c1ccccc1 (stereo not drawn) | 0.8 | -3 | 101 | 119 | 3 | 0.93 | -10 | 1.5 | 0 | 0
C=C(C=O)CC1CC(O)[C@]2(C)OC3CC4OC5C[C@]6(C)O[C@]7(C)CCC8OC9C[C@]%10(C)OC%11C(C)=CC(=O)OC%11CC%10OC9C[C@@H](C)C8OC7CC6O[C@]5(C)CC5OC5C4OC3CC2O1 (stereo partly drawn) | 0.9 | -4 | 124 | . | -24 | 0.2 | . | -1.2 | -96 | 96*
CCOC(=O)C1C(=O)NC23CCCC2C1c1ccccc1O3 (stereo not drawn) | -0.2 | -6 | 107 | 101 | -8 | 1.1 | 0 | 0.3 | 5 | -5
COC(=O)[C@@H]1C[C@@]1(C)[C@@H](NP(=O)(c1ccccc1)c1ccccc1)c1ccccc1 | -0.1 | -6 | 109 | 100 | -10 | 1.2 | -2 | 0.7 | 5 | -5
CCCCn1c(O)c(C(C)=NC(C)c2ccccc2)c(=O)[nH]c1=O (stereo not drawn) | -0.2 | -5 | 98 | 88 | 3 | 0.85 | 18 | -1.1 | 0 | 0
C=CCn1c(O)c(N=Nc2c(C)n(C)n(-c3ccccc3)c2=O)c(=O)[nH]c1=S | -0.6 | 0 | 98 | 111 | 2 | 1 | -11 | 7.0 | -4 | 4
CC1=CC(=C2C(=O)NC(=O)NC2=O)C=C(C(F)(F)F)N1Cc1ccccc1 | -0.2 | 0 | 90 | 100 | 9 | 1.1 | 2 | 1.0 | 1 | -1
O=C(CN1CCOCC1)NCC(=O)Nc1ccc(Br)cc1C(=O)c1ccccc1 | -0.3 | -4 | 99 | 97 | 2 | 1.1 | 1 | 1.0 | 18 | -18
Cc1ccc(OCC(=O)N2CCN(Cc3ccc4c(c3)OCO4)CC2)cc1 | -0.1 | -8 | 94 | 94 | 4 | 1 | 10 | -0.1 | 5 | -5
Clc1ccccc1CNC1CN2CCC1CC2 (stereo not drawn) | -0.2 | -2 | 101 | 96 | -1 | 1.2 | 7 | 1.8 | 6 | -6
Cc1cc(C)nc(/N=C(\N)c2c(O)[nH]c(=O)[nH]c2=O)n1 | 0.0 | -4 | 98 | 91 | 0 | 1.1 | 19 | 4.0 | 4 | -4
Cn1cccc1CNCCc1ccccc1 | -0.1 | -3 | 100 | 101 | 0 | 1 | 3 | 0.1 | 3 | -3
CC(=O)Nc1cc([As](=O)(O)O)ccc1O | -0.4 | 0 | 88 | 102 | 13 | 1.2 | 0 | 1.7 | -4 | 4
CCCCn1c(C)c(C(=O)O)c2cc(OC)ccc21 | -0.2 | 1 | 99 | 60 | 1 | 1.1 | 52* | 2.2 | 14 | -14
O=C1CC2OCC=C3CN4CCC56c7cc([N+](=O)[O-])ccc7N1C5C2C3CC46 (stereo not drawn) | 0.0 | -4 | 96 | 102 | 6 | 1.1 | 2 | 1.2 | 0 | 0
Fc1ccc(C2=CCN(C(c3cccs3)c3nnnn3CCc3ccccc3)CC2)cc1 (stereo not drawn) | -0.1 | -7 | 90 | 92 | 11 | 0.86 | 11 | 10* | -2 | 2
COc1ccc(CN2C(=O)CC(=O)NC2=O)cc1 | -0.1 | -6 | 94 | 111 | 7 | 1.6 | -10 | -0.4 | -5 | 5
CCOC(=O)c1nc2ccccc2c(=O)n1-c1ccc(C)cc1 | -0.2 | -6 | 104 | 105 | -4 | 1.3 | -5 | 0.8 | -13 | 13
CCOc1ccc(-n2c(O)c(C=NCCCn3ccnc3)c(=O)[nH]c2=O)cc1 | -0.6 | -8 | 94 | 104 | 2 | 0.98 | -4 | 0.7 | -5 | 5
COc1ccccc1N=Cc1c(O)n(C)c(=O)n(C)c1=O | -0.5 | 23 | 108 | 103 | -8 | 1.2 | 4 | 1.6 | 22 | -22
CN1CCN(c2ccc(F)cc2N)CC1 | -0.1 | -6 | 109 | 106 | -8 | 1.1 | -1 | 1.3 | -25 | 25
CC1=CC(=O)OC2CC3OC4C[C@@H](C)C5OC6CC7O[C@]8(C)C/C=C\C9OC%10CC%11OC(CC(C)CO)CC(O)[C@]%11(C)OC%10CC9OC8C[C@]7(C)O[C@]6(C)CCC5OC4C[C@]3(C)OC12 (stereo partly drawn) | -0.2 | -4 | 102 | . | 0 | 0.55 | . | 0.2 | 1 | -2
N#CC1=C(N)Oc2c(c(=O)oc3ccccc23)C1c1ccc([N+](=O)[O-])o1 (stereo not drawn) | -0.1 | -2 | 90 | 96 | 11 | 1.1 | 4 | 4.7 | 20 | -20
O=C(c1ccc2c(c1)OCO2)C1CCCN(CC2CCCCC2)C1 (stereo not drawn) | 0.0 | -2 | 101 | 102 | -3 | 1.4 | 2 | 1.0 | -7 | 7

(list continues)
SMILES | Hsp70 act | FLuc inh counter | STAT1 activator | STAT3 activator | STAT1 inh | NF-kB neuron act | STAT3 inh | RAM inhibit | APP 5'UTR act | APP 5UTR inh
CCCCc1nc2ccccc2c(=O)n1-c1ccccc1[N+](=O)[O-] | -0.3 | -8 | 93 | 87 | 8 | 1.1 | 24 | 0.6 | 9 | -9
Cc1cc(NCCN)nc2ccccc12 | -0.4 | -3 | 104 | 97 | -4 | 1.5 | 2 | 1.4 | 4 | -4
CCN1CCN(c2ccc(NC(=O)C(C)C)cc2Cl)CC1 | -0.4 | -6 | 105 | 103 | -5 | 1.3 | 0 | 1.8 | -18 | 18
COC(=O)c1ccc(COc2cc(C)cc3oc(=O)c4c(c23)CCCC4)o1 | 0.1 | -3 | 95 | 89 | 5 | 1.4 | 16 | 8.3 | -8 | 8
O=c1[nH]c(=S)n(C2CC2)c(O)c1/C=N/Nc1ccccc1 | -0.2 | -8 | 114 | 98 | -16 | 1.5 | 4 | 1.6 | 15 | -15
O=S(=O)(c1ccc(Cl)cc1)N1CCCCC1c1cccnc1 (stereo not drawn) | -0.2 | -7 | 105 | 102 | -6 | 1 | 5 | 1.1 | 12 | -12

Compound activity as filed in PubChem BioAssay.

A portion of the library. The share of hits here may be higher or lower than overall.
